PI5P4K alpha inh: blocks human PI5P4K alpha kinase activity | AID 652105 | 330,000 tested, 1.2% active | PI5P4Kalpha enzyme, ADP-Glo luminescence, 60 min; active compounds read low | max response, % | P48426; active = max response of -50% or lower; inconclusive = between -30% and -50%; inactive = -30% or higher; also: value at the top dose of about 77 µM; % is scaled to controls: 0 for no effect and ±100 for the full control effect
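Compounds were pin-transferred onto PI5P4Kalpha and substrate in HEPES pH 7.4 buffer with EGTA, CHAPS and 5% DMSO. ATP (5 microM final) started the reaction, which ran 60 minutes at room temperature before ADP-Glo detection.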
GLP-1R agonist: activates the human GLP-1 receptor. P43220. HEK293 GLP-1R CRE-luciferase, luminescence, 4-6 h; cells express a hypersensitive GLP-1R form. Potency, µM (doses to about 45.6 µM), for the others: top-dose activation, hits mostly activators. 380,000 tested, 0.007% active; also: potency is read from the fitted curve at half-maximal effect; % of control where 0% means no effect
Target sequence (P43220 whole entry, looked up): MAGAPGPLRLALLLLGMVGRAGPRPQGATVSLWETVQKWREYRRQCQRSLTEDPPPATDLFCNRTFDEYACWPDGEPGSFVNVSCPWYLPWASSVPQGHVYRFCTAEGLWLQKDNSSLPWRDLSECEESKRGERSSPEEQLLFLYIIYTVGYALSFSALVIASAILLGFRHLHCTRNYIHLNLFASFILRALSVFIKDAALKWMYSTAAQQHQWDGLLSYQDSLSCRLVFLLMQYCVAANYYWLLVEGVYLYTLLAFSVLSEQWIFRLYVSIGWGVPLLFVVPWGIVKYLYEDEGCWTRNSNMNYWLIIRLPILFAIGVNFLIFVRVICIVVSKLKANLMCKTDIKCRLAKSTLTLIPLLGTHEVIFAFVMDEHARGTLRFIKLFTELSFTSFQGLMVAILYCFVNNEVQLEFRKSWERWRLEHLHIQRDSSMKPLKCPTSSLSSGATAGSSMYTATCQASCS
HEK293 tox: cytotoxicity counter-screen for GLP-1 receptor inverse agonists. Potency, µM (top dose mostly 38.3 µM), for the others: at the highest dose activity change, negative = inhibition, most hits filed as inhibitors. HEK293 cAMP-luciferase reporter cells, luminescence, 24 h. 410,000 tested, 0.13% active;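 also: loss of luciferase light is scored as toxicity; potency is read from the fitted curve at half-maximal effect; % is scaled to controls: 0 for no effect and ±100 for the full control effect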
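Step one: seed cells (200 cells/uL, DMEM with 10% Nu serum, 1% pen-strep). Step two: 12-hour incubation at 37 deg C. Step three: pin 23 nL compound, incubate 24 hr. Step four: add luciferase reagent, read luminescence 12 min later.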
GLP-1R inv ag: GLP-1 receptor (human) inverse agonism | P43220 | HEK293 GLP-1R CRE-luciferase, luminescence, 24 h; GLP-1R form is constitutively active | Potency, µM (highest dose often 38.3 µM), inactives show at the highest dose activity change, negative = inhibition, most hits filed as inhibitors | 410,000 tested, 1.6% active | AID 624417; also: potency is read from the fitted curve at half-maximal effect; % is scaled to controls: 0 for no effect and ±100 for the full control effect; nearly all actives have a fitted effect of over 55% in size
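GLP-1R inverse agonism mode: basal reporter luminescence in engineered HEK293 cells measured after one day of compound exposure at 37 deg C, with a 12 min room-temperature detection step.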
WRN helicase inh: inhibitors of human WRN helicase; 360,000 tested, 0.46% active; AID 651768; Q14191; Potency, µM (series often up to 114 µM), for inactives: at the highest dose activity change, negative = inhibition, usual class: inhibitors; WRN helicase unwinding, fluorescent forked duplex, kinetic; also: potency is read from the fitted curve at half-maximal effect; % is scaled to controls: 0 for no effect and ±100 for the full control effect; nearly all actives have a fitted effect of over 55% in size
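Primary qHTS, 1536-well format. 20 nM WRN + compound, 15 min RT; start with 100 nM forked fluorophore/quencher duplex, 2 mM ATP (final); kinetic read ex 525/em 598 nm.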
PLK1 PBD block: blocks phosphopeptide binding to human PLK1 polo-box domain; Plk1 PBD binding of FITC phosphopeptide, fluorescence polarization; Potency, µM, without a hit: max response, negative = inhibition, actives largely listed as inhibitors; P53350; 360,000 tested, 2.8% active; also: potency is read from the fitted curve at half-maximal effect; series mostly up to about 57 µM; % is scaled to controls: 0 for no effect and ±100 for the full control effect; nearly all actives have a fitted effect of over 65% in size
DRD3 antagonist: antagonists of human D3 dopamine receptor; max response, negative = inhibition, %; P35462; 360,000 tested, 2.5% active; D3R cells, DiscoveRx beta-arrestin luminescence, antagonist mode; active compounds read low; in the data active = max response below about -50%; inconclusive = no clear call, values can overlap the other calls; also: % is scaled to controls: 0 for no effect and ±100 for the full control effect; mostly tested at two doses, the higher about 12 µM
Target sequence (P35462 whole entry, looked up): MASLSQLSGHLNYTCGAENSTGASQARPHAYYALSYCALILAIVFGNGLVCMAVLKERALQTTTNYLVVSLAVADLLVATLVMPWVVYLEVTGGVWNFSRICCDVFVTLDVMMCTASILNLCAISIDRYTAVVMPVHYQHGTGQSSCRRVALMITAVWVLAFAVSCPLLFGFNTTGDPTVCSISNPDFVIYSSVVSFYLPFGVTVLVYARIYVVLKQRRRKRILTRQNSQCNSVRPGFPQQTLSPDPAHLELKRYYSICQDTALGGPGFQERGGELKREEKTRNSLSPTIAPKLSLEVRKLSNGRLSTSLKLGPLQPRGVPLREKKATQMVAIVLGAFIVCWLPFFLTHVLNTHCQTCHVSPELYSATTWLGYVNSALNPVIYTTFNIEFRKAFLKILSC
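Cells expressing the human receptor were seeded at 1500 cells/well, incubated overnight at 37 degrees C in 5% CO2, then exposed to library compounds with dopamine controls for 90 minutes at 37 degrees C before luminescent detection.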
IL-2 act: activates IL-2 in a cell-based reporter assay. IL-2 activation reporter assay, cell-based qHTS; stimulated with anti-CD3/CD4/CD28 beads; in transgenic mouse T cells. AID 652025. activation, % (series mostly up to about 46 µM). 360,000 tested, 0.065% active; in the data active = activation above about 50%; inconclusive = mostly about 30% to 49%; also: 0% is about no effect
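Unstimulated transgenic mouse T cells; 60-min compound exposure; bead-based TCR/CD4/CD28 stimulation; 18 h culture, 37 degrees C; dual fluorescence (EGFP, DsRed) plate cytometry.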
DRD3 agonist: activates the human D3 dopamine receptor | P35462 | D3R DiscoveRx beta-arrestin cells, luminescence, 90 min | max activation, % | 410,000 tested, 0.58% active; in the data active = max activation above about 30%; also: 0% is about no effect; mostly tested at two doses, the higher about 12 µM
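Agonist mode: compounds and dopamine controls were applied to plated cells for 90 min at 37 degrees C after an overnight attachment at 1500 cells/well. Luminescent read-out followed 30 - 60 minutes at room temperature with DiscoveRx detection reagent.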
The depositor's hits bear a star; u = inconclusive; x = not tested or not shown; [ ] = remark or other dose. Unless noted, calls follow the shape of the dose curve; as a rule, active = well fitted curve in the direction sought with a large enough effect; inconclusive = small, poorly fitted or top-dose-only effect, or another doubt; inactive = no such curve, though single readings can be large; an effect the other way counts as inactive or inconclusive.

SMILES	PI5P4K alpha inh	GLP-1R agonist	HEK293 tox	GLP-1R inv ag	WRN helicase inh	PLK1 PBD block	DRD3 antagonist	IL-2 act	DRD3 agonist
C[C@H](O)[C@@H]1C(=O)N2CCc3ccc(-c4ccccc4)cc3[C@@H]2C[C@@H]1N(C)C(=O)c1ccco1	-14	-1%	-10%	6%	1%	-22%	-24	-2.5	-7
Cc1cc(C)c2c(-n3cccc3)c(C(=O)NNS(=O)(=O)c3ccc(F)cc3)sc2n1	x	-8%	-24%	0%	3%	-4%	-12	0.8	4
O=C(c1ccco1)N1CCN(C23CC4CC(CC(C4)C2)C3)CC1	1	7%	6%	13%	7%	0%	-5	0.3	2
COc1cc(Cl)c(NS(=O)(=O)c2ccc(-c3coc(C)n3)cc2)c(OC)c1	x	-8%	-1%	u	x	x	x	x	2
Fc1ccc(NCc2cccn2-c2nnc(N3CCOCC3)s2)cc1	x	13%	3%	14%	x	x	x	x	3
Cc1onc(-c2ccccc2)c1C(=O)OCC(=O)c1ccc[nH]1	-15	10%	-4%	0%	0%	-3%	7	-0.4	2
C=CCn1c(N)cc(=O)nc1SCC(=O)Nc1ccc(C(=O)OC)cc1	-6	-1%	-11%	-2%	5%	-1%	5	-0.8	4
Cc1n[nH]c(C)c1CS(=O)(=O)c1ccccc1	0	0%	-2%	1%	-17%	-16%	-27	-0.7	-12
CC1(C)Cc2c(c(-c3ccco3)nc3sc4c(NCCO)ncnc4c23)CO1	-2	30%	2%	94%[activator]	1%	-10%	47	-0.1	4
CC1=Cc2ccccc2C(C#N)N1C(=O)c1ccccc1 (stereo not drawn)	2	12%	u	u	-15%	-16%	-8	-3.4	7
CC(C)c1cn(CC[C@@H]2CC[C@@H](NC(=O)C3CCCCC3)[C@@H](CO)O2)nn1	1	x	-2%	23%	12%	-4%	0	-0.7	-17
CCC(=O)c1ccc(N2CCCC2)c(F)c1	-1	6%	8%	13%	-1%	u	25	-0.4	3
COc1ccc(NC(=O)c2cc(SC)ccc2Cl)cc1	-1	11%	5%	u	6%	-15%	12	-5.0	-13
CCOc1ccc(CCN2C(=O)C(=O)N([C@@H](Cc3ccccc3)CN3CCC[C@H]3CN3C(=O)C(=O)NC[C@@H]3Cc3ccccc3)C[C@@H]2Cc2ccccc2)cc1	-13	4%	u	u	-9%	-3%	u	-0.8	-14
COc1ccccc1/C=C/C=N/N1CCN(Cc2cccc3ccccc23)CC1	-3	-9%	14%	0%	-4%	3%	0	-4.0	7
COc1ccc(-c2nnc3sc(CCN4C(=O)c5ccccc5C4=O)nn23)cc1	-29	16%	6%	7%	-3%	-28%	32	7.5	-4
O=C(Nc1cc(Cl)cc(Cl)c1)c1ccno1	-2	9%	-2%	u	4%	1%	-5	-0.2	-3
O=C(c1ccc(CS(=O)(=O)c2ccc(Br)cc2)o1)N1CCCC1	0	-1%	4%	-4%	2%	-3%	-15	-3.0	4
CCSc1nnc(NC(=O)C(C)Sc2nc3ccccc3[nH]2)s1 (stereo not drawn)	3	-9%	8%	3%	6%	-15%	9	-0.4	4
CN(CC(=O)Nc1ccccc1Br)C(=O)CNC(=O)Cc1cccc2ccccc12	-7	0%	14%	-11%	-22%	-8%	-8	-0.5	-12
CC(C)C(=O)NNC(=O)CSc1ncnc2c1cnn2-c1ccccc1Cl	7	1%	-23%	-2%	-2%	-14%	16	0.7	2
O=C(NCc1ccc(F)cc1)C(=O)c1cn(CC(=O)N2CCCC2)c2ccccc12	-2	7%	-21%	u	-5%	5%	1	-3.5	5
CC1=CC(C2CC(=O)N(c3ccccc3C)C2=O)CC2C(=O)N(c3ccccc3C)C(=O)C12 (stereo not drawn)	3	0%	10%	14%	0%	-3%	10	-2.7	6
NC(=O)CSc1nnc(-c2ccco2)n1-c1ccccc1	-10	7%	1%	7%	5%	-5%	4	1.4	1
Cc1nn(C)c(NC(=O)c2ccc(Cl)cc2Cl)c1Br	0	6%	-10%	u	-2%	-6%	18	-1.1	1
O=C(c1ccc(C(=O)N2CCCc3ccccc32)nc1)N1CCCc2ccccc21	x	-1%	-30%	-2%	-1%	2%	-5	-1.7	8
Cc1ccc(-c2cc(C(=O)Nc3cnn(C45CC6CC(CC(C6)C4)C5)c3)no2)cc1	x	-18%	-1%	0%	-3%	2%	8	1.3	11
S=c1[nH]nc(Nc2ccccc2)s1	u	4%	7%	35%[activator]	2%[57.1 µM]	24µM*	u	-0.1	-2
CC(C)=CC1C(C(=O)NCCc2ccccc2)C1(C)C (stereo not drawn)	8	8%	6%	u	0%	6%	-19	-2.0	10
C[C@H](CO)N1C[C@H](C)[C@@H](CN(C)S(=O)(=O)c2ccc(F)cc2)Oc2ccc(NC(=O)Cc3cn(C)c4ccccc34)cc2C1=O	-8	-1%	6%	4%	-1%	-11%	0	-0.1	2
CCOc1ccc(NC(=S)Nc2ccc(Br)cc2Cl)cc1	-4	13%	-9%	-22%	-8%	-22%	-8	2.8	-5
CC(C)CN(C(=O)COC(=O)c1ccc2c(c1)NC(=O)CS2)C1CCS(=O)(=O)C1 (stereo not drawn)	7	2%	-4%	2%	8%	21µM*	27	-0.2	3
O=C(NCCN1CCN(c2ccccc2)CC1)c1ccc(NC(=O)C2CCCO2)cc1 (stereo not drawn)	-1	6%	21%	-6%	-9%	0%	-15	1.6	70*
CCCOc1ccc(/C=N/Nc2ccc(C(=O)O)cc2)c(OCCC)c1	-6	-1%	-4%	-5%	-14%	u	33	-1.6	10
Cc1cccc(-n2cc(-c3ccccc3)c3c(N4CCOCC4)ncnc32)c1	3	7%	u	u	-11%	-12%	30	-0.2	14
O=C(Nc1cc(S(=O)(=O)N2CCOCC2)ccc1N1CCCCC1)c1ccc(Cl)cc1	-26	6%	0%	u	-6%	5.3µM*	8	-0.5	2
Cn1c(-c2ccccc2)c(CCO)c2ccccc21	6	9%	66%[activator]	u	-5%	27µM*	-4	4.0	9
CCN(CC)CCN(C(=O)c1ccc(C(=O)c2ccccc2)cc1)c1nc2cc3c(cc2s1)OCO3	-21	0%	12%	u	0%	-2%	-6	-3.9	-16
CC(C)(C)[C@@H]1C=C(C(=O)O)O[C@H](OCc2ccc(CO)cc2)C1	-16	-3%	3%	4%	1%	-6%	u	0.3	4
COCCCN1C(=O)C(=O)/C(=C(/O)c2ccc3c(c2)OCCO3)C1c1ccc(C(=O)OC)cc1 (stereo not drawn)	-5	11%	5%	1%	-5%	-1%	-3	1.9	-2
CC1CCCN(CC(O)CN)C1 (stereo not drawn)	-2	-8%	-11%	5%	-1%	-11%	0	2.7	0
Cc1ccccc1C(=O)OCc1cnc(Cl)s1	1	6%	6%	-2%	3%	-3%	-11	0.1	2
Cn1c(SCC(=O)CC(=O)Nc2ccccc2)nnc1-c1ccc(O)cc1	x	-5%	0%	0%	-19%	-2%	14	-2.9	5
Cc1cccc(C(=O)Nc2sc3c(c2C(=O)O)CCC3)c1	-25	-6%	-15%	-22%	-7%	-22%	-7	0.6	5
COC(=O)c1cc(Br)c(=O)n(Cc2ccco2)c1	-2	13%	-6%	3%	-4%	-6%	-52*	0.0	-9
COCCn1c(=NC(=O)c2nc3ccccc3s2)sc2cc(S(C)(=O)=O)ccc21	3	6%	-8%	0%	5%	-3%	4	-1.5	-6
O=C1CSC(c2ccc([N+](=O)[O-])cc2)N1c1ccccc1F (stereo not drawn)	7	-2%	-9%	u	-2%	0%	9	-0.7	3
CCSc1nc2ccccc2c(=O)n1-c1c(C)n(C)n(-c2ccccc2)c1=O	3	5%	2%	-30%	12%	-16%	-14	-0.6	-2

As a short view, two of the compounds above:
SMILES	PI5P4K alpha inh	GLP-1R agonist	HEK293 tox	GLP-1R inv ag	WRN helicase inh	PLK1 PBD block	DRD3 antagonist	IL-2 act	DRD3 agonist
COCCn1c(=NC(=O)c2nc3ccccc3s2)sc2cc(S(C)(=O)=O)ccc21	3	6%	-8%	0%	5%	-3%	4	-1.5	-6
O=C1CSC(c2ccc([N+](=O)[O-])cc2)N1c1ccccc1F (stereo not drawn)	7	-2%	-9%	u	-2%	0%	9	-0.7	3

(cont.)
SMILES	PI5P4K alpha inh	GLP-1R agonist	HEK293 tox	GLP-1R inv ag	WRN helicase inh	PLK1 PBD block	DRD3 antagonist	IL-2 act	DRD3 agonist
CC(C)NC(=O)C(=O)NCCCN1CCOCC1	1	0%	-3%	15%	-12%	0%	5	0.9	1
CSc1ccc(Cl)c(C(=O)Nc2cc(S(=O)(=O)N3CCOCC3)ccc2N2CCOCC2)c1	1	7%	4%	13%	-18%	-4%	9	0.8	-3
CCN(CC)C(=O)Cn1c(=O)n(Cc2ccc(C(=O)NCc3ccc(C)cc3)cc2)c(=O)c2ccccc21	x	-3%	2%	9%	x	x	x	x	9
Cn1c(SCC(=O)Nc2sccc2C(N)=O)nnc1-c1ccncc1	u	8%	-12%	-6%	-13%	-4%	-11	3.1	4
Cc1ccccc1NC(=O)OCc1cn(-c2ccc(Cl)cc2)nn1	1	-15%	7%	0%	-2%	-6%	u	-2.0	-8
S=c1[nH]c(-c2cccs2)cn1-c1ccccc1	u	10%	5%	-5%	-20%	u	-16	-0.1	8
O=C(CSc1nnc(Nc2ccccc2)s1)Nc1ccc(S(=O)(=O)N2CCOCC2)cc1	3	3%	-10%	u	-21%	-9%	58	-0.5	-2
Fc1ccccc1Nc1ncnc2c1nnn2Cc1ccccc1	-4	27%	-16%	-23%	5%	5%	25	-2.7	4
CCS(=O)(=O)N1CCN(C(=O)COc2ccc(-c3ccccc3)cc2)CC1	-25	-11%	-15%	8%	-10%	-11%	2	-0.9	3
Nc1nccnc1C(=O)OCc1nc2sc3c(c2c(=O)[nH]1)CCCC3	u	3%	-3%	43%[activator]	-9%	-3%	18	-0.8	1
CCCN1C2=C(C(=O)CCC2)C(c2ccc(O)c(Br)c2)C2=C1CCCC2=O	u	-4%	22%	-1%	-5%	-7%	-12	-2.0	0
O=C(O)c1cccc(S(=O)(=O)Nc2ccc(-c3ccccc3)cc2)c1	-8	-2%	5%	18%	-15%	-4%	10	-0.3	2
